MBNL1 CUG block = inhibitors of human MBNL1 binding to CUG repeat RNA. Q9NR56. TR-FRET MBNL1-His/biotin-(CUG)12 binding, 665/545 ratio. Potency, µM (titrated, usually from 57.5 µM), for the others: top-dose activity change, negative = inhibition, actives largely listed as inhibitors. hit rate 0.036% among 280,000; active = well fitted inhibition curve with a large enough effect in the signal ratio, with a control signal flat, not every such curve was filed as active; inconclusive = small, poorly fitted or top-dose-only effect, or effect the other way, or a change in a side signal; inactive = no such curve, though single readings can be large or run the other way; the % refers to the signal ratio; also: potency is read from the fitted curve at half-maximal effect; % is scaled to controls: 0 for no effect and ±100 for the full control effect
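Inhibition of protein-RNA binding appears as loss of TR-FRET between terbium anti-His antibody on MBNL1-His and streptavidin-XL665 on biotin-(CUG)12. Activity is normalized to buffer-only and uninhibited-complex controls.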
MLL CXXC-DNA inh = MLL CXXC-DNA interaction inhibition; AID 2662; hit rate 0.037% among 290,000; Potency, µM (titrated, usually from 115 µM), for inactives: top-dose activity change, negative = inhibition, most hits filed as inhibitors; Q03164; MLL-CXXC / FITC-HOXA9 DNA fluorescence polarization; active = well fitted inhibition curve with a large enough effect in the polarisation, with a control signal flat, not every such curve was filed as active; inconclusive = small, poorly fitted or top-dose-only effect, or effect the other way, or a change in a side signal; inactive = no such curve, though single readings can be large or run the other way; the % refers to the polarisation; also: potency is read from the fitted curve at half-maximal effect
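Purified MLL-CXXC (added from a 7 uM solution) was preincubated 5 min at ambient with pinned compounds in 50 mM Tris-HCl pH 7.5, 50 mM NaCl, 1 mM DTT, 0.05% BSA. Fluorescein-labeled HOX-A9 DNA (50 nM solution) followed, 30 min, then polarization read.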
TSG101-PTAP inh = blocks PTAP/TSG101 interaction to inhibit HIV-1 budding | Q99816 | Fluorescence polarization, FITC-PTAP peptide / Tsg101 binding | 340,000 tested, under 10 active | Potency, µM (highest dose often 115 µM), for inactives: at the top dose activity change, negative = inhibition, most hits filed as inhibitors; active = well fitted inhibition curve with a large enough effect in the main read-out, with a control signal flat, not every such curve was filed as active; inconclusive = small, poorly fitted or top-dose-only effect, or effect the other way, or a change in a side signal; inactive = no such curve, though single readings can be large or run the other way; also: potency is read from the fitted curve at half-maximal effect; % of control where 0% means no effect
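Compounds were pin-transferred onto Tsg101 binding domain (10 uM final) in HEPES pH 7.5 buffer, then FITC-PTAP peptide was added at 50 nM final. After 20 min at RT, polarization reported peptide displacement across a qHTS concentration series.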
TSHR antag = antagonists of human thyroid stimulating hormone receptor. P16473. activity change, negative = inhibition, % at 11.5 µM. AID 504810. hit rate 0.2% among 330,000. TSHR-expressing cells, TSH-stimulated cAMP HTRF, 2 h; active compounds read low;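 active = activity change below a set negative limit, meaning inhibition stronger than a set level, cut at about -70% in these data; inconclusive = activity change between two set negative limits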; also: % is scaled to controls: 0 for no effect and ±100 for the full control effect
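TSHR-expressing cells were treated with compounds, then stimulated with TSH at EC80 (4nM final) for 2 hours at 37 deg C. Cellular cAMP was measured by HTRF competition between lysate cAMP and cAMP-d2 for a cryptate-labelled anti-cAMP antibody.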
ASM inhibitor = blocks human secretory acid sphingomyelinase; hit rate 0.006% among 340,000; P17405; Potency, µM (top dose mostly 57.5 µM), for inactives: at the highest dose activity change, negative = inhibition, actives largely listed as inhibitors; placental ASM, HMU-PC fluorogenic substrate, 60 min; also: potency is read from the fitted curve at half-maximal effect
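Human placenta-derived ASM enzyme was preincubated with compound for 10 minutes at room temperature, then given fluorogenic substrate HMU-PC0 (9 uM final) for 60 minutes at 37 °C; a pH 10 stop preceded fluorescence reading at Ex 386/Em 447 nm.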
Mito fusion yeast = mitochondrial division inhibition or fusion activation | S. cerevisiae fusion-defective mutant growth rescue, CellTiterGlo 48 h | Potency, µM (highest dose often 46.1 µM), inactives show top-dose growth rescue (activation), hits mostly activators | hit rate 0.23% among 320,000 | AID 485298;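 also: potency is read from the fitted curve at half-maximal effect; % of control where 0% means no effect; nearly all actives have a fitted effect of over 45% in size; temperature-sensitive fusion mutants such as fzo1-1 at 37 °C on non-fermentable ethanol glycerol medium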
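Read-out: ATP-based luminescence (CellTiterGlo, 10 min ambient) reporting growth of fusion-defective ts yeast after 48 hours at 37C on glycerol/ethanol YPEG medium in the presence of compound.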
A-T KAP1 phos = candidate therapy for ataxia-telangiectasia; […] A-T fibroblasts, KAP-1 phosphorylation AlphaLISA; neocarzinostatin DNA damage 30 min before lysis; Potency, µM (highest dose often 57.5 µM), for the others: top-dose activation, hits mostly activators; hit rate 0.19% among 320,000; AID 485349; also: potency is read from the fitted curve at half-maximal effect; % of control where 0% means no effect; nearly all actives have a fitted effect of over 45% in size
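ATM-like activity read as KAP-1 phosphorylation via AlphaLISA donor/acceptor antibody pairs after lysis and 6 hr at 25C. Cells were ATM-null patient fibroblasts ([…], hTERT), dosed 60 min, then exposed to the DSB inducer NCS for 30 min.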
TCR act = activators of T cell receptors; primary human leukocytes, anti-CD3, IL-2 HTRF, 48 h; Potency, µM (top dose mostly 9.22 µM), without a hit: top-dose activation of IL-2 secretion, most hits filed as activators; 330,000 tested, under 10 active; AID 504894; also: % of control where 0% means no effect
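48 hr co-incubation of compounds, a-CD3 beads and primary human leukocytes; IL-2 quantified homogeneously by HTRF with anti-IL-2 K and d2 conjugates.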
a7 integrin act = activators of alpha7 integrin expression for muscular dystrophy. alpha7betagal myoblasts, beta-gal FDG fluorescence, 48 h. Potency, µM (highest dose often 38.3 µM), for the others: at the top dose activation, hits mostly activators. hit rate 0.064% among 350,000;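 also: potency is read from the fitted curve at half-maximal effect; 100% = response of the positive control SU9516; nearly all actives have a fitted effect of over 60% in size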
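Alpha7betagal+/- myoblasts (passage 13) were plated 16-24 hr, then exposed to compounds (1:260 dilution of DMSO stock) for 48 hours at 37C. After MPER lysis, β-galactosidase reporter activity was read as FDG fluorescence (ex 480/em 540) after 30 minutes.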
Menin-MLL TR inh = inhibitors of human menin-MLL interaction, mutant MLL peptide; Menin + Texas Red MLL mutant peptide, fluorescence polarization; Potency, µM (series often up to 61.6 µM), inactives show at the top dose FP activity change, negative = inhibition, actives largely listed as inhibitors; hit rate 0.23% among 270,000; AID 1768; active = well fitted inhibition curve with a large enough effect in the polarisation, with a control signal flat, not every such curve was filed as active; inconclusive = small, poorly fitted or top-dose-only effect, or effect the other way, or a change in a side signal; inactive = no such curve, though single readings can be large or run the other way; the % refers to the polarisation; also: potency is read from the fitted curve at half-maximal effect; % of control where 0% means no effect; many of its hits are not listed in these tables
An asterisk follows results filed as active; i = inactive; ? = inconclusive; / = not tested or not shown; [ ] = remark or other dose. Unless noted, calls follow the shape of the dose curve; as a rule, active = well fitted curve in the direction sought with a large enough effect; inconclusive = small, poorly fitted or top-dose-only effect, or another doubt; inactive = no such curve, though single readings can be large; an effect the other way counts as inactive or inconclusive. Not all compounds are listed; rates above refer to the full screens.

SMILES	MBNL1 CUG block	MLL CXXC-DNA inh	TSG101-PTAP inh	TSHR antag	ASM inhibitor	Mito fusion yeast	A-T KAP1 phos	TCR act	a7 integrin act	Menin-MLL TR inh
CCOC(=O)C1=C(C)N(C)C(=O)NC1c1cccc2ccccc12 (centres undefined)	0%	-11%	1%	9	1%	2%	-8%	-2%	-19%	0%
CC(=O)c1sc(-c2ccc(F)cc2)cc1NS(=O)(=O)c1ccc(C)cc1	9%	6%	0%	0	43%[activator]	3%	6%	7%	18%	/
O=c1c2ccccc2nnn1CSc1nnnn1-c1ccccc1	2%	-6%	-3%	5	-1%	1%	2%	6%	-12%	-3%
CC(=O)Nc1ccc(S(=O)(=O)N2CCC(C(=O)c3ccc(Cl)cc3)CC2)cc1	-14%	1%	-2%	-26	-9%	20%	2%	-6%	-45%	?
COc1ccc(-c2c(C#Cc3ccc(N(C)C)cc3)c3ccccc3n2C)cc1	/	/	-1%	-1	i	/	9%	3%	-20%	/
Cc1nn(-c2ccccc2)c(C)c1C(=O)OCC(O)=C(C#N)c1nc2ccccc2[nH]1	/	/	-11%	/	-3%	/	/	-2%	0%	/
COC(=O)Cc1ccc(NC(=S)NCC(C)C)cc1	/	6%	-7%	3	3%	-8%	-2%	-2%[46.1 µM]	35%	-2%
CC(=O)Nc1ccc(C=NNC(=O)CCCC(=O)NN=Cc2ccc(NC(C)=O)cc2)cc1	/	/	-3%	/	3%	/	/	5%	-20%	/
O=C(c1ccc(OC2CCN(Cc3ccccn3)CC2)cc1)N1CCCCO1	-3%	0%	-3%	-8	-6%	-2%	-1%	4%	-3%	10%
Cc1ccc2occ(C3NC(C(=O)O)CS3)c(=O)c2c1 (centres undefined)	/	5%	-2%	-3	5%	-5%	-2%	-2%[46.1 µM]	-18%	0%
COc1cccc(C(=O)/C=C/Nc2ccc(S(=O)(=O)Nc3cnc4ccccc4n3)cc2)c1	10%	-1%	14%	39	135%[activator]	5%	-2%	-7%[46.1 µM]	1%	?
COc1ccc(C(=O)OCC(=O)Nc2cccc(C(C)=O)c2)c(OC)c1OC	-4%	18%	-4%	-13	0%	1%	2%	1%	1%	-8%
COCCN(CC(=O)NCc1ccc(OC)cc1)C(=O)CCC(=O)Nc1nccs1	-9%	3%	-2%	-7	5%	-2%	10%	-3%	7%	-3%
CCC(C)[C@H]1COCCS(=O)(=O)N1Cc1ccc(C)cc1 (some centres undefined)	-4%	-1%	-5%	0	-1%	-5%	11%	2%	-7%	-12%
Cc1ccc(C)c2[nH]c(=O)c(CCNC(=O)Cc3cccs3)cc12	19%	22%	-2%	16	-1%	0%	17%	-7%	13%	14%
O=C(Cn1cnc2cc([N+](=O)[O-])ccc2c1=O)Nc1cccc(S(=O)(=O)N2CCCCC2)c1	/	/	-7%	/	-3%	/	/	4%	-53%[inhibitor]	/
Cn1c(=O)n(C)c2cc([N+](=O)[O-])c(N3CCN(C(=O)c4ccc(Cl)cc4)CC3)cc21	-3%	-3%	-1%	-4	-10%	-3%	0%	-17%	-26%	-10%
Cc1ccc(NS(=O)(=O)c2c(C)nc3sccn3c2=O)c(C)c1	2%	/	-3%	14	0%	5%	7%	9%	11%	2%
O=C(NCCc1c[nH]c2ccccc12)c1ccc2c(c1)OCO2	-5%	-10%	-3%	12	-2%	-2%	2%	1%	19%	26%
Cc1ccsc1C(=O)N1CCCC(CCC(=O)NCc2ccccc2F)C1 (centres undefined)	4%	-9%	1%	3	22%	2%	0%	1%	1%	?
Cc1ccccc1NC(=O)N1CCCC(c2nc(-c3ccc(C(C)C)cc3)no2)C1 (centres undefined)	2%	14%	-7%	-4	-1%	4%	3%	1%	-46%[inhibitor]	0%
CC(=O)N1Cc2cc(N)ccc2Oc2ccccc21	2%	0%	0%	7	3%	-1%	1%	0%	8%	-16%
CC(C)CCc1noc(CN2CCC(C(=O)N3CCOCC3)CC2)n1	-11%	-10%	0%	1	-1%	-2%	16%	-5%	-5%	/
CC1(C)CC(=O)C(C=NCCN2CCN(C3CC(=O)N(c4ccc(Cl)c(Cl)c4)C3=O)CC2)=C(O)C1 (centres undefined)	-4%	-5%	-4%	-10	3%	-17%	-6%	1%	3%	12%
CCCCn1nc2cc(C(=O)NCc3ccc(OC(F)(F)F)cc3)ccc2c1OC	8%	5%	-1%	-8	30%	-3%	2%	11%	-17%	11%
Cc1noc(C)c1C(=O)OCC(=O)c1ccc[nH]1	4%	-2%	-3%	1	-1%	1%	-1%	-29%	-15%	?
Cc1ccc(NC(=O)COC(=O)CSCC(=O)Nc2cc(C)on2)c(C)c1	/	/	0%	-6	-2%	3%	1%	6%	-8%	/
CC(=O)c1ccc(NS(=O)(=O)Cc2ccc(Cl)cc2)cc1	-6%	0%	-7%	-12	-2%	3%	-3%	-5%	16%	/
OCCN1CCN(C(=S)Nc2ccccc2)CC1	-2%	17%	-1%	-7	0%	5%	-1%	/	11%	6%
CNC(=S)NNC(=O)c1sc2cc(C(F)(F)F)cnc2c1-c1ccccn1	21%	5%	0%	-6	22%	0%	-5%	13%	7%	-10%
O=C1C/C(=C/NCc2ccccc2)C(=O)N1	6%	2%	-10%	28	5%	-12%	-9%	4%	2%	4%
CCOC(=O)NC(=O)C(=CNc1ccc(C)cc1)C(=O)NC(=O)OCC	1%	-3%	-2%	-4	-1%	-3%	-1%	3%[46.1 µM]	-7%	1%
COCCCNc1nnc(Cc2ccc(Cl)cc2)c(=O)[nH]1	-1%	-8%	0%	6	8%	1%	4%	-2%	-16%	-2%
O=C(CN1N=C(C(F)(F)F)CC1(O)c1ccc([N+](=O)[O-])cc1)c1ccccc1 (centres undefined)	?	-2%	-7%	-20	-4%	16µM*	2%	2%[46.1 µM]	12%	26%
CC(=O)N1CCc2cc(S(=O)(=O)NCC(=O)NCc3ccccc3Cl)ccc21	-4%	0%	-2%	-4	-3%	-5%	-6%	-1%	-3%	/
CS(=O)(=O)N(CC(N)=O)c1ccc(F)c(Cl)c1	3%	-4%	0%	12	2%	1%	0%	7%	6%	-1%
Cc1ccccc1NC(=O)Cc1nnc(N)s1	/	6%	2%	12	0%	0%	9%	2%	11%	/
COc1ccc(S(=O)(=O)N2CCN(Cc3ccccc3)CC2)c(C)c1	-6%	-3%	-2%	-9	4%	-1%	3%	/	9%	-21%
O=C(CCCCn1c(=O)[nH]c2ccccc2c1=O)NCCC1=CCCCC1	-8%	-2%	-2%	-1	0%	-2%	8%	5%	5%	-10%
COc1cc(NC(=O)CSc2nncn2C)c(C)cc1[N+](=O)[O-]	/	-7%	1%	21	-1%	5%	-1%	-4%	-4%	3%
Cc1cnc(C(=O)OCC(=O)NC2CCCCCCC2)cn1	/	1%	-19%	2	-2%	1%	4%	-4%	-35%	-6%
CSCCC(NS(=O)(=O)c1ccc2c(c1)oc(=O)n2C)C(=O)NC1CCN(Cc2ccccc2)CC1 (centres undefined)	3%	1%	0%	-1	6%	17%	-2%	-1%	-5%	-13%

A second format for some results above:
Cc1ccccc1NC(=O)Cc1nnc(N)s1
  MBNL1 CUG block = /; MLL CXXC-DNA inh = 6%; TSG101-PTAP inh = 2%; TSHR antag = 12; ASM inhibitor = 0%; Mito fusion yeast = 0%; A-T KAP1 phos = 9%; TCR act = 2%; a7 integrin act = 11%; Menin-MLL TR inh = /

COc1cc(NC(=O)CSc2nncn2C)c(C)cc1[N+](=O)[O-]
  MBNL1 CUG block = /; MLL CXXC-DNA inh = -7%; TSG101-PTAP inh = 1%; TSHR antag = 21; ASM inhibitor = -1%; Mito fusion yeast = 5%; A-T KAP1 phos = -1%; TCR act = -4%; a7 integrin act = -4%; Menin-MLL TR inh = 3%

CSCCC(NS(=O)(=O)c1ccc2c(c1)oc(=O)n2C)C(=O)NC1CCN(Cc2ccccc2)CC1 (centres undefined)
  MBNL1 CUG block = 3%; MLL CXXC-DNA inh = 1%; TSG101-PTAP inh = 0%; TSHR antag = -1; ASM inhibitor = 6%; Mito fusion yeast = 17%; A-T KAP1 phos = -2%; TCR act = -1%; a7 integrin act = -5%; Menin-MLL TR inh = -13%

COc1ccc(S(=O)(=O)N2CCN(Cc3ccccc3)CC2)c(C)c1
  MBNL1 CUG block = -6%; MLL CXXC-DNA inh = -3%; TSG101-PTAP inh = -2%; TSHR antag = -9; ASM inhibitor = 4%; Mito fusion yeast = -1%; A-T KAP1 phos = 3%; TCR act = /; a7 integrin act = 9%; Menin-MLL TR inh = -21%

Source: PubChem BioAssay
